# High-throughput results deposited in PubChem BioAssay by National Center for Advancing Translational Sciences (NCATS).
# D2 PAM – D2 dopamine receptor (human) potentiation; potentiation, % at 10 µM; P14416; 340,000 compounds, 0.34% hits; HEK293 T-REx D2, calcium flux, EC20 dopamine potentiation;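 active means potentiation over 3 SD above the plate norm, cut at about 30% in these data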; further: 0% is about no effect
#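 Tetracycline-induced HEK293 T-REx cells force-coupled to calcium signalling expressed D2; compounds were pin-added after a 10 s baseline, read kinetically 180 s, then an EC20 dopamine challenge followed with a further 180 s calcium read.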
# D1 agonist – activates the human D1 dopamine receptor; P21728; AID 504660; 360,000 compounds, 1% hits; activation, % at 2 µM; HEK293 T-REx D1 cells, calcium flux, agonist mode; further: 0% is about no effect
# Target sequence (P21728 whole entry, looked up): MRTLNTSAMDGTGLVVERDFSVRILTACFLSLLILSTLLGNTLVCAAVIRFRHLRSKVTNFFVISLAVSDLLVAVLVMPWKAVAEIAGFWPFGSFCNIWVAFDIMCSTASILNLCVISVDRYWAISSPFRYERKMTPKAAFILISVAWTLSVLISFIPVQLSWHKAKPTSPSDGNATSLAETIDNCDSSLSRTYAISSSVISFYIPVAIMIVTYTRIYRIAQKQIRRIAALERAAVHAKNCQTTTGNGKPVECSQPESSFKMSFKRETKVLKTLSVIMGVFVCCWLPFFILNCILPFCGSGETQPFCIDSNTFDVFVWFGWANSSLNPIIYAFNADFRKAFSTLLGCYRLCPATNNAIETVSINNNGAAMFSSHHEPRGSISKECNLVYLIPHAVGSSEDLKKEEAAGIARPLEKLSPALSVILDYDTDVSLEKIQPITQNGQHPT
#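 Tetracycline-induced HEK293 TREx D1 cells, force-coupled to calcium signalling, were dye-loaded with a no-wash calcium kit. Compound was pin-added after a 10 s baseline. Fluorescence was read kinetically at 1 cycle/s for 180 s, with calcium rises flagged as agonism.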
# TRHR enhancer – allosteric enhancers of human TRH receptor. AID 493056. 360,000 compounds, 0.66% hits. TRHR cells, fluo-8 calcium fluorescence, EC20 TRH enhancement. enhancement, % at 2 µM. P34981; in the data active means enhancement above about 30%; further: 0% is about no effect
# Target sequence (P34981 whole entry, looked up): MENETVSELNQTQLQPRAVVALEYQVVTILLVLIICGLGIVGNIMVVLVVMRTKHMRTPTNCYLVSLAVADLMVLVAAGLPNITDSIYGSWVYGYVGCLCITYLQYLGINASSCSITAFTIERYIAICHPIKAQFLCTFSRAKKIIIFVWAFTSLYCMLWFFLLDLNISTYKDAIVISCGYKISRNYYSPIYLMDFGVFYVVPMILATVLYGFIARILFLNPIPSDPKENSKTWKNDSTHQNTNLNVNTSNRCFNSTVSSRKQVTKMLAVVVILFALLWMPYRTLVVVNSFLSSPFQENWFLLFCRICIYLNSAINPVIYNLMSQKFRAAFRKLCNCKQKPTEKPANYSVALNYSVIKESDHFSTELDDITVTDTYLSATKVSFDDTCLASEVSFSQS
#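 Enhancer read-out: after compound pinning and an initial kinetic agonist-mode read, an EC20 of TRH (10 nM final) was injected and fluo-8 calcium signal (Ex 480/Em 530) followed at 1 s/cycle for 100 cycles in TRHR-expressing cells.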
# TRHR agonist – agonists of human TRH receptor. P34981. activation, % at 2 µM. TRHR cells, calcium flux fluo-8, FDSS agonist mode. 360,000 compounds, 0.18% hits. AID 493084; further: 0% is about no effect
#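 In this calcium-flux screen, cells bearing human TRHR are dye-loaded with fluo-8, baselined for 10 cycles, then exposed to library compounds; positive kinetic calcium responses during the agonist phase mark hits, with TRH as control.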
# RXFP1 antagonist – blocks the human relaxin receptor RXFP1; AID 1259400; 350,000 compounds, 0.59% hits; activity change, negative = inhibition, % at 57.5 µM; HEK293-RXFP1, relaxin-stimulated cAMP HTRF, 30 min; hits give low values;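 active means activity change of -60% or lower, but not beyond a set lower limit; inconclusive means change between -60% and -40%, or beyond the set limit; inactive means change above -40%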; further: on the % scale 0 is the no-effect control and ±100 the full control effect
# D1 antagonist – antagonists of human D1 dopamine receptor; P21728; activity change, negative = inhibition, % at 10 µM; HEK293 TREx D1 cells, calcium flux, dopamine EC80; hits give low values; 360,000 compounds, 3.2% hits; AID 504652; in the data active means activity change below about -30%; further: on the % scale 0 is the no-effect control and ±100 the full control effect
#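 Allosteric or orthosteric antagonism assessed as attenuation of the calcium response to EC80 dopamine, added 180 s after compound, in induced HEK293 Trex D1 cells loaded with no-wash calcium dye.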
# D2 antag – D2 dopamine receptor (human) antagonism; inhibition, % at 10 µM; HEK293 TREx D2 cells, calcium flux, dopamine EC80; P14416; AID 485344; 340,000 compounds, 2% hits; in the data active means inhibition above about 30%; further: 0% is about no effect
#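 Antagonism is scored as inhibition of an EC80 dopamine-evoked calcium signal in a force-coupled, tetracycline-inducible HEK293 T-REx D2 line, with compound present 180 s before agonist.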
# D1 PAM – enhances dopamine response at the human D1 receptor | 360,000 compounds, 0.036% hits | potentiation, % at 10 µM | AID 504651 | HEK293 TREx D1 cells, calcium flux, dopamine EC20 potentiation; in the data active means potentiation above about 30%; further: 0% is about no effect
# D2 agonist – activates the human D2 dopamine receptor | 340,000 compounds, 0.53% hits | HEK293 T-REx D2 cells, calcium flux agonist mode | activation, % at 2 µM;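 active means activation over 3 SD above normal in the single-dose calcium agonist read, cut at about 30% in these data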; further: 0% is about no effect
#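 In this primary screen, compounds producing a positive calcium signal within 180 s of addition to tetracycline-induced, force-coupled HEK293 Trex D2 cells are flagged; cells are dye-loaded with a no-wash calcium kit beforehand.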
# An asterisk follows results filed as active; ? = inconclusive; nt = not tested or not shown; & = joins results of further samples. Unless noted, no stated cut-off is given here; in the data, active means activation above about 30%; inactive means the rest.
canonical_smiles	D1 antagonist	TRHR agonist	D1 agonist	D2 PAM	RXFP1 antagonist	D2 agonist	TRHR enhancer	D2 antag	D1 PAM
CCCCOC(=O)c1ccc(NC(=S)NC(=O)c2c(Cl)cnn2C)cc1	-7	-0.3	3	-4	-15	-0.4	2	3	-5
CCn1c(C)c(C)c2cc(C(=O)N3CCc4ccccc4C3)ccc21	-2	0.1	5	5	8	-0.2	0	2	-3
Cn1c(=O)n(C)c2cc([N+](=O)[O-])c(N3CCN(S(=O)(=O)c4ccc(C(C)(C)C)cc4)CC3)cc21	-20	0.0	3	nt	-14	nt	4	nt	1
Cc1cc(NC(=O)C(C)SCC(=O)OCc2ccc(Cl)cc2Cl)no1 (centres undefined)	14	0.1	0	-6	7	0.5	4	-48	-8
COCCN1C(=NCCCOC(C)C)N[C@@H](c2ccccc2)C(C(=O)OC)=C1C	-16&12	0.1&-0.1	0&2	-1	nt	-0.3	6&-11	11	-5&-5
Cc1ccc(NC(=O)C(c2ccccc2)N2CCN(C(=O)c3ccco3)CC2)cc1Cl (centres undefined)	3	-0.4	5	-4	-7	0.3	-5	17	-2
COc1ccc(C(=O)NC(=O)CSc2nnc(-c3ccco3)n2-c2ccccc2)cc1	6	-0.1	1	-1	nt	0.2	6	-1	-6
Cc1cc(=O)oc(C)c1C(=O)NCCCN1CCN(c2ccccc2F)CC1	-9	0.8	1	-33	8	58*	-7	47*	-2
CCOC(=O)/C(=N\Nc1ccc(Cl)cc1)c1csc(Nc2ccccc2)n1	-3	-0.5	-1	8	4	0.4	8	-4	5
O=C(CN1C(=O)/C(=C\c2ccc(F)cc2)Oc2ccccc21)NCc1ccco1	0	0.0	2	-5	nt	-0.9	-10	4	-5
COc1ccc(NC(=S)NC2CCCCC2)c(OC)c1	2	-0.8	0	-8	-11	1.3	0	16	-4
CCN(CC)C(=O)c1sc2nc(-c3cccs3)cc(-c3ccc(Cl)cc3)c2c1N	-21	28	55*	6	24	12	0	6	12
COc1ccc(CC(=O)Nc2cc(-c3cn4cccnc4n3)ccc2OC)cc1	-2	-0.4	0	1	20	1.0	-2	nt	-4
Cc1ccc(NC(=O)CN2C(=O)S/C(=C/c3ccc(-c4cc(C(=O)O)ccc4C)o3)C2=O)cc1C	-3	5.6	22	9	-13	nt	-8	nt	-2
C[C@@]12C(=O)N(Cc3ccccc3)CC(=O)N1[C@H]1c3cc(Cl)ccc3OC[C@@H]1[C@@H]2c1ccccc1	23	1.0	4	-1	nt	-0.7	2	-3	0
CCN(CC)c1ccc(NC(=O)CCS(=O)(=O)c2cc3c(cc2Cl)NC(=O)CO3)c(C)c1	7	0.7	5	-12	nt	-0.4	-1	nt	-2

# Arranged by value in D1 antagonist (high to low): 3 from the list above
SMILES | D1 antagonist
COc1ccc(NC(=S)NC2CCCCC2)c(OC)c1 | 2
CCOC(=O)/C(=N\Nc1ccc(Cl)cc1)c1csc(Nc2ccccc2)n1 | -3
CCCCOC(=O)c1ccc(NC(=S)NC(=O)c2c(Cl)cnn2C)cc1 | -7

# (listing goes on)
canonical_smiles	D1 antagonist	TRHR agonist	D1 agonist	D2 PAM	RXFP1 antagonist	D2 agonist	TRHR enhancer	D2 antag	D1 PAM
CCCc1cc(C(=O)Nc2cccnc2Cl)no1	8	-1.3	1	nt	1	nt	11	nt	-1
N/C(=N\OC(=O)c1ccc2c(c1)OCO2)c1cccc([N+](=O)[O-])c1	14	0.2	3	-9	-15	-0.4	1	3	-4
COc1ccc(S(=O)(=O)N2CCCCCC2)cc1C(=O)N(C)Cc1ccco1	-1	-0.5	17	0	-18	0.0	-5	4	-10
CCCOc1ccc([N+](=O)[O-])c(N)c1	-6	-0.3	2	7	-6	0.2	-1	-8	-4
COc1ccc(NC(=O)CSc2ncccc2C(=O)O)cc1OC	6	-0.2	-4	-20	-12	0.3	-2	nt	-1
CCc1c(C)sc(NC(=O)c2cc(-c3ccc(OC)c(OC)c3)on2)c1C#N	10&-1	-0.3&0.2	-1&4	-5&11	-2&1	0.3&-1.7	4&15	-3	-1&0
Cc1ccc(-c2noc(-c3cc4ccccc4oc3=O)n2)cc1	17	0.6	1	-13	2	1.2	-1	27	11
CCc1ccccc1NC(=O)Nc1cc(F)ccc1F	-9	0.0	15	-1	1	0.0	-5	-3	-3
Cc1cccc(OCC(=O)N/N=C/CC(C)c2ccccc2)c1C (centres undefined)	6	-0.2	-1	-2	-13	-0.7	-5	-1	-1
CCOC(=O)c1c(C(=O)OCC)c(C)n(CCc2ccccc2)c1C	-1	-1.8	6	8	6	-2.3	-4	6	4
CC(C)Oc1ccc(CNC(=O)Cc2ccc(NC(=O)N3CCSc4ncccc43)cc2)cc1	5	0.5	6	5	-14	-0.7	0	nt	-2
c1cnc2c(OCc3nc4ccccc4[nH]3)cccc2c1	4	-1.3	-1	nt	7	-0.1	-4	8	0
COc1ccc(C(C(=O)NCC2CCCO2)N(C(=O)CNC(=O)c2cccs2)c2ccccc2)cc1OC (centres undefined)	-12	0.7	0	nt	?	nt	-1	nt	3
CC[n+]1c(/C=C(\C)OC)sc2ccccc21	-7	1.0	0	-7	-5	0.2	7	-3	0
O=C1N(Cc2cccnc2)C[C@@H]2C[C@@H](c3cccc(OC4CCCC4)c3)N3CCC[C@@]123	2	0.9	1	-2	-16	0.2	2	-8	0
CC(C)c1ccc2[nH]c(O)c(N=NC(=O)c3cccc(S(=O)(=O)Nc4ccc(Cl)cc4)c3)c2c1	9	-0.1	0	-5	-11	-0.2	-3	-12	-1
O=C(COc1ccc(Br)cc1CNC1CCCCC1)NCCc1ccccc1	-2	2.2	15	-9	-2	17	-5	-8	0
CCCN(CCC)C(=O)C1CCCN(c2ncnc3c2nc2n3CCCCC2)C1 (centres undefined)	12	-1.0	-1	-3	-11	0.1	15	nt	-7
Cc1ccc2[nH]c(C(=O)N3CCOCC3)cc2c1	-14	-0.6	0	4	1	0.0	-5	15	-1
COc1cc(C2C(=O)N(C3CCCC3)CC(=O)N2Cc2ccco2)ccc1OC(C)C (centres undefined)	-11	0.0	1	10	6	0.2	-2	-8	-8
O=C(Cn1cnc([N+](=O)[O-])c1)NCCc1ccccc1	21	-0.4	3	-13	-4	3.2	-3	-2	3
COc1cc(S(=O)(=O)NCC2CCCO2)c(OC)cc1Cl (centres undefined)	-1	-0.2	1	8	2	-0.8	8	-28	4
Cn1c(=O)cc(SCC(=O)N2CCCC2)c2ccc(Cl)cc21	-1	-1.2	0	-6	28	0.2	16	7	2
O=C(Nc1ccccc1-c1nnn(CC(=O)N2CCCc3ccccc32)n1)c1ccc(Cl)cc1	6	1.7	1	6	-3	0.7	-12	47*	-3
CCN(CC)c1ccc(/C=N/Nc2ccc(C)cc2)c(O)c1	-10	-0.4	1	-5	-9	-0.2	1	6	0
C=CCN1C(=O)C(CC(=O)O)SC1=Nc1c(C)n(C)n(-c2ccccc2)c1=O (centres undefined)	-9	-0.4	2	18	0	1.0	22	-15	2
O=C(NCc1cccnc1)c1ccccc1NS(=O)(=O)c1ccc(F)cc1	-1	0.3	3	-4	3	0.0	-3	-1	2
Cc1ccc2nc(N/N=C/c3ccco3)cc(C)c2c1	-1	0.5	2	-5	-17	-0.3	10	-11	-6
CN1CCN(c2nc3c(c(=O)[nH]c(=O)n3C)n2Cc2ccc(Cl)cc2)CC1	24	-0.1	6	4	10	-0.3	6	-12	2
CCCc1nc2ccccc2n1Cc1ccccc1OC	-19	-0.7	7	7	5	-0.3	-6	14	-2
CN(C)c1ccc(/C=N/NC(=O)c2cc(-c3ccc4c(c3)OCO4)n[nH]2)cc1	-20	-0.3	0	10	1	-0.1	0	-7	-2
CCc1c(O)nc(SCC(=O)N(CC)CC)[nH]c1=O	11	0.0	3	0	-11	-0.7	1	34*	3
COc1ccc(/C(C)=N/N=C(N)N)c(OC)c1	3	-0.1	1	-11	12	-1.5	-1	0	-2
O=C(c1c(F)cccc1F)N1CCC(n2nnc3cc(C(F)(F)F)ccc32)CC1	-4	-0.3	4	6	-24	1.4	2	7	-8
Cc1ccc(S(=O)(=O)NC(=S)NC2CCCCC2)cc1	-3	-0.1	4	-5	-3	-5.2	-3	7	0
N#Cc1cc2nc(O)c(O)nc2cc1[N+](=O)[O-]	0	0.2	0	-4	nt	-0.1	-2	7	-1
COc1ccc(NC(=O)O/N=C/c2c(C)nn(C(C)(C)C)c2C)cc1	8	-0.6	1	9	1	-0.7	4	9	5
COc1ccc2c(c1)[nH]c1c(=O)n(/N=C/c3ccc(OC)c(COc4ccccn4)c3)cnc12	-2	-0.1	0	0	-14	0.8	-6	1	-4
CCn1c(C)c(C(C)=O)c(N2CCN(c3ccc(OC)cc3)CC2)nc1=S	2	1.7	1	7	-7	9.6	2	-15	4
CCOc1ccc(C(=S)NC2CCCCC2)cc1OCC	5	0.0	2	-5	10	-1.0	3	-2	-6
CN(C)c1ccc(N2C(=NC(=O)C3CCCO3)SC3CS(=O)(=O)CC32)cc1 (centres undefined)	-17	0.4	0	17	-14	0.1	-4	-8	-4
Cc1oc2cc(O)ccc2c(=O)c1-c1nncn1-c1ccccc1	2	2.4	4	6	22	1.6	-3	-12	-1
CCCNc1c(NS(=O)(=O)c2ccc3c(c2)CCCC3)c(=O)oc2ccccc12	12	0.8	4	-12	-6	1.1	-15	9	3
CC(=O)Nc1c(C(=O)c2ccc(F)cc2)oc2ccccc12	-2	0.0	2	1	6	-0.6	-7	-13	2
O=C(Nc1ccc(S(=O)(=O)Nc2nccs2)cc1)C1CCCCC1	-2	0.4	1	-1	6	-0.3	-4	-9	-8
Cc1noc(C)c1CSCC(=O)NC1=NCCS1	9	0.3	-1	16	-2	0.3	5	-9	3
CCOC(=O)c1c(CN2CCCCC2)oc2ccc(O)cc12	2	6.4	2	-7	-10	2.7	3	-1	-3
CCN(CC)S(=O)(=O)c1ccc(OC)c(NC(=O)OCc2ccccc2)c1	1	-1.1	17	0	4	1.8	-12	8	-6
O=C1C=C(Nc2ccc(Cl)cc2)CC(c2ccco2)C1 (centres undefined)	6	0.0	3	-14	-14	-0.4	-1	-4	-3
CCOC(=O)C1CCCN(C(=O)c2ccc(CNS(=O)(=O)c3ccc(C)cc3)cc2)C1 (centres undefined)	-6	-1.3	1	-1	1	-0.6	-4	-7	4
O=C(c1cc2c(s1)CCCC2)N1CCN(c2ccccc2)CC1	-17	0.1	2	0	-13	0.2	3	-3	-4
